Runt-CBFb FRET: inhibitors of RUNX1 Runt–CBFb binding, primary screen, biochemical, FRET, Cerulean-Runt, Venus-CBFb, uHTS. Runt-related transcription factor 1 (Homo sapiens) + Core-binding factor subunit beta …. Cerulean-Runt/Venus-CBFb FRET ratio 530/480, 1 h. inhibition, % at 20 µM. 0.46% of 220,000 active. AID 1496, 2009;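 active = inhibition over about 50% at 20 µM in the single-dose screen, limit read from the data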;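 note: 0% = DMSO wells and 100% = excess unlabeled CBFb competitor control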
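test system = Cerulean-Runt domain fusion protein, energy donor | probe or stimulus = Venus-CBFb binding partner, 100 nM | incubation = two 1 h room-temperature incubations shielded from light | detection = fluorescence energy transfer, 422 nm excitation, 530/480 nm emission | measure = loss of energy transfer signal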
RBBP9 inh: human RBBP9 inhibitors, primary screen, biochemical, fluorescence polarization, FP-Rh probe, HTS | inhibition, % at 7.94 µM | Serine hydrolase RBBP9 (Homo sapiens), O75884 | AID 1515, 2009 | recombinant RBBP9 | 0.2% of 220,000 active;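 active = inhibition above the campaign mean of all tested compounds plus 3 SD, cut at about 14% in these data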;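 note: plate controls were DMSO wells with RBBP9 for no effect and wells lacking RBBP9 protein for full effect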
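Controls: DMSO-treated enzyme wells and wells lacking RBBP9 | Material: RBBP9 protein | Technique: Fluorescence polarization | Replication: Single well per compound, no replicates | Buffer or medium: Tris-NaCl-Pluronic buffer, pH 8.0 | Timing: 30 min compound preincubation, 45 min probe labeling, 25 °C | Read-out basis: Percent inhibition from mP, scaled between DMSO and no-protein wells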
Runt-SMMHC FRET: inhibitors of RUNX1 Runt–CBFb-SMMHC binding, primary screen, biochemical, FRET, Cerulean-Runt, Venus-CBFb-SMMHC, uHTS; Runt-related transcription factor 1 (Homo sapiens) + Core-binding factor subunit beta …; Cerulean-Runt/Venus-CBFb-SMMHC FRET ratio 530/480, 1 h; inhibition, % at 20 µM; 0.74% of 220,000 active;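 active = mean inhibition across duplicate retests at 20 µM reaching about 50%, limit read from the data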;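 note: 0% = DMSO wells and 100% = wells with excess untagged CBFb-SMMHC; inhibitors lower the FRET ratio by blocking Runt binding to CBFb-SMMHC; some results filed as inactive read as strong as hits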
NPY Y1 blocker: NPY-Y1 receptor antagonists, primary screen, cell-based | inhibition, % at 3.6 µM | HEK293-CNG Y1 cells, membrane potential fluorescence; NPY at EC95, then isoproterenol | 1% of 200,000 active | Neuropeptide Y receptor type 1 (Homo sapiens), P25929;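 active = inhibition above the campaign mean inhibition of all tested compounds plus 3 SD, cut at about 20% in these data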;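 note: 0% = DMSO wells given NPY plus isoproterenol and 100% = isoproterenol alone without NPY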
Target sequence (P25929 whole entry, looked up): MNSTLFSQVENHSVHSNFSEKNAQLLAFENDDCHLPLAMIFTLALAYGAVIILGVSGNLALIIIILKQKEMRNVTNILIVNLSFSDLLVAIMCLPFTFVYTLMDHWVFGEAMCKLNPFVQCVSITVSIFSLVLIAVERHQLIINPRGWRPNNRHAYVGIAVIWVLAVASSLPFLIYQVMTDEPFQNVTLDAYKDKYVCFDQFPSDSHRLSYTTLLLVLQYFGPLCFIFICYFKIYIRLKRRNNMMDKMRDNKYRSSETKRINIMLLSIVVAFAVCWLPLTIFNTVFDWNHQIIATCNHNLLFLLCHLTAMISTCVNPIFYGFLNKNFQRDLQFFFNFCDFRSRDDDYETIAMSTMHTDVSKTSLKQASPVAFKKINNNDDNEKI
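material = HEK293 cells with Y1 receptor plus CNG channel | also added = NPY 25 nM then isoproterenol 1 µM plus Ro 20-1724 25 µM | schedule = dye 3 h, compound 60 min room temperature, stimulation 45 min | measured by = membrane potential fluorescence | benchmarks = high control isoproterenol alone, low control NPY with isoproterenol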
MDM2 E3 inh: MDM2-luciferase reporter signal enhancers, primary screen, MDM2 E3 ligase inhibitor project, cell-based, luminescence, 1536-well. AID 1230, 2008. signal enhancement, % at 5 µM. E3 ubiquitin-protein ligase Mdm2 (Homo sapiens), Q00987. 0.11% of 210,000 active. cell-based MDM2 ubiquitination luciferase reporter, 2 h; 0 = plate control, 100 = twice control, blank-subtracted;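 active = signal enhancement of 30% or more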;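 note: luminescence tracks abundance of the self-degrading MDM2-luciferase fusion protein; higher signal means inhibition of MDM2 E3 ligase activity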
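Test system: stable mammalian line carrying autodegrading MDM2–luciferase fusion reporter; quantity: 2000 cells in each well; times: 4 h cell settling then 2 h compound exposure, 37 °C; detection: luminescence with SteadyLite reagent, 15 min at room temperature; evaluation: percent signal gain over controls, blank-subtracted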
Hck-Nef inh: inhibitors of Nef-activated human Hck kinase, primary screen, biochemical, Z-Lyte FRET, 384-well, Hck-YEEI; 0.68% of 220,000 active; Tyrosine-protein kinase HCK (Homo sapiens), P08631; AID 463187, 2010; inhibition, % at 20 µM; Recombinant Hck-YEEI plus Nef, Z-Lyte FRET kinase assay;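 active = Hck-Nef kinase inhibition above about 50%, limit read from the data; inactive = inhibition below that limit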;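 note: 0% = DMSO with Hck plus Nef and 100% = Hck alone without Nef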
Target sequence (P08631 whole entry, looked up): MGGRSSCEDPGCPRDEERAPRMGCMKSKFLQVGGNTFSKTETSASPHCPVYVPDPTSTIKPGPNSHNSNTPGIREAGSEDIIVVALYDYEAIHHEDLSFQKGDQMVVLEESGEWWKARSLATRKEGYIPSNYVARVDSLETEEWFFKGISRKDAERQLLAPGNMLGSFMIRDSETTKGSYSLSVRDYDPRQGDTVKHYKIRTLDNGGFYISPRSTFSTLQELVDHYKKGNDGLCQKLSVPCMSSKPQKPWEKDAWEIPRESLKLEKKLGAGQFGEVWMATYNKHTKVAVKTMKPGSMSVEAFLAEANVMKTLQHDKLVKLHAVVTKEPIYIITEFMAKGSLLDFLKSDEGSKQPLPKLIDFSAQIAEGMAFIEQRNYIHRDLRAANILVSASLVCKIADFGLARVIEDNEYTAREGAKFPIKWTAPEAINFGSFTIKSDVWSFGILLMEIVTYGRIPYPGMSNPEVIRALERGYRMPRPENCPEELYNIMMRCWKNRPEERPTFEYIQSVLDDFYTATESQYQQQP
p97 ATPase inh: inhibitors of human p97 ATPase, primary screen, biochemical; Transitional endoplasmic reticulum ATPase (Homo sapiens), P55072; recombinant p97 ATPase, Kinase-Glo ATP luminescence, 3 h; inhibition, % at 8 µM; AID 1481, 2009; 0.42% of 220,000 active; in the data active = inhibition above about 15%;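 note: 0% = DMSO vehicle and 100% = wells lacking enzyme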
NPY1 pot ag: NPY-Y1 receptor potentiators or agonists, primary screen, cell-based. NPY-Y1 expressing cells, potentiator/agonist activation. activation, % at 3.6 µM. 0.37% of 220,000 active. AID 1304, 2008; in the data active = activation above about 33%, passing the limit was not always enough;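 note: cells stimulated with NPY at EC10 then isoproterenol at EC100; 0% = low agonist plus stimulus and 100% = saturating agonist plus stimulus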
NPY2 pot ag: NPY-Y2 potentiators or agonists, primary screen, cell-based. Neuropeptide Y receptor type 2 (Homo sapiens), P49146. cells expressing NPY-Y2, potentiator/agonist read-out. activation, % at 3.6 µM. 0.45% of 220,000 active; in the data active = activation above about 27%;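 note: cells stimulated with NPY near EC25 plus isoproterenol at EC100; 0% = vehicle plus submaximal agonist and 100% = vehicle plus saturating agonist; some results beyond the cut were filed as inactive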
Starred values were filed as active, the others as inactive; / = no result given.

compound	Runt-CBFb FRET	RBBP9 inh	Runt-SMMHC FRET	NPY Y1 blocker	MDM2 E3 inh	Hck-Nef inh	p97 ATPase inh	NPY1 pot ag	NPY2 pot ag
O=C(/C=C/c1c(Cl)nc2ccccn12)Nc1ccc(F)cc1	-144	-14	1	5	-12	22	0	-2	-6
O=S(=O)(Nc1cccnc1)c1ccc(Cl)cc1	2	-6	1	4	-11	-23	4	8	3
CCOC(=O)CSc1nnc(CNC(=O)Cc2ccccc2)n1C	2	-6	-6	4	-28	1	-3	0	-10
O=C(O)c1cccc(N2C(=O)/C(=C/c3ccc(SCc4ccc(Cl)cc4)o3)SC2=S)c1	36	-5	9	3	-21	82*	6	13	16
O=C(CN1CCC(n2nnc3ccccc32)CC1)Nc1ccc2c(c1)CCC2	0	0	0	4	-6	-1	-6	-26	-10
O=C(N/N=C/c1ccc(O)cc1)c1nc(-c2ccccc2)n(-c2ccccc2)n1	0	7	2	0	-9	0	4	-8	13
CCCNC(=O)c1ccc(Cn2cc(C(F)(F)F)ccc2=O)cc1	1	9	1	-2	1	17	2	8	5
COc1ccc(N2CCN(C(=O)CCn3nnc4ccccc43)CC2)cc1	1	-9	2	-2	-13	0	0	-23	-1
COC(=O)C1=C(C)NC(=O)NC1c1ccc(N2CCC(c3ccccc3)=N2)cc1 (stereo unspecified)	1	3	17	-7	-3	-1	2	33	-1
CN1CCN(c2oc(-c3ccc([N+](=O)[O-])cc3)nc2C#N)CC1	-6	-3	-7	/	/	5	-2	16	-3
O=C(Nc1ccc(OC(F)(F)F)cc1)C1CCCN(S(=O)(=O)c2cccnc2)C1 (stereo unspecified)	-2	-12	1	-7	-1	-1	3	8	-1
N#Cc1c(-c2ccccc2)nc(-c2ccncc2)[nH]c1=O	0	-5	2	2	-10	25	-3	-7	8
CCn1c(C(C)NC(=O)c2cccs2)nc2ccccc21 (stereo unspecified)	0	-4	3	1	0	0	4	15	10
O=C(NCc1cccnc1)c1ccc(Cl)c(Cl)c1	-1	0	1	-7	-11	0	1	-23	-14
c1ccc(-c2cc3n(c2)CCc2ccccc2-3)cc1	0	-7	7	5	-16	6	-1	-15	-6
CC(C)CNc1oc(-c2ccc(F)cc2)nc1C#N	-2	-3	2	7	-7	16	2	-25	-1
Cc1cc(-c2csc(N)n2)c(C)n1CCC(C)C	2	7	-10	-4	-9	1	3	-1	4
CC(C)NC(=O)c1cccc(Cn2cc(Cl)cn2)c1	54*	-3	2	3	-11	1	3	-2	6
CCCCOc1ccc(-c2nnn(CC(=O)NCc3ccco3)n2)cc1	-3	0	1	3	-18	1	-4	1	-8
Cc1ccc(-c2nnn(CCOc3cccc(Br)c3)n2)cc1	-4	-14	-2	2	-5	2	-3	-29	-3
C=CCNC(=S)NCc1ccccc1	-1	6	-7	/	/	23	6	3	-32
C=C(C)C(=O)Nc1cccc(C2=NOC3(C2)C[C@@H](C(N)=O)N(C(=O)c2ccc(OC)cc2)C3)c1 (stereo partly specified)	5	/	0	/	16	34	/	/	/
CC(C)Oc1ccc(NC(=O)C2CCCNC2=O)cc1 (stereo unspecified)	-1	0	-2	12	-10	0	5	16	3
O=c1c([N+](=O)[O-])cccn1Cc1ccc(F)cc1Cl	3	-4	2	4	-15	16	-1	-1	-22
Cc1cc(=O)n2[nH]c(CCC(=O)O)nc2n1	0	0	-2	/	-1	0	-5	-13	-10

(listing goes on)
compound	Runt-CBFb FRET	RBBP9 inh	Runt-SMMHC FRET	NPY Y1 blocker	MDM2 E3 inh	Hck-Nef inh	p97 ATPase inh	NPY1 pot ag	NPY2 pot ag
CN(C)CCNc1nc2c(c(=O)[nH]c(=O)n2C)n1CCCc1ccccc1	0	8	-2	-1	-11	6	6	0	-11
O=C(Cc1cccc(C(F)(F)F)c1)NCC(c1ccco1)N1CCCCC1 (stereo unspecified)	-4	5	0	2	2	-16	1	-1	7
COc1ccc([N+](=O)[O-])cc1N(CC(=O)N1CCCC1)S(C)(=O)=O	2	-3	-3	4	-7	7	-1	11	2
CCOC(=O)C1CCCN(C2CC(=O)N(c3ccc(C)cc3)C2=O)C1 (stereo unspecified)	0	-4	0	5	-9	-2	-5	-4	5
Cc1ccsc1CN(C)C(=O)CCc1nnc(COc2ccccc2)o1	/	-1	/	17	-4	25	-3	7	-4
COc1ccc(-n2c(O)c(/C=N/NS(=O)(=O)c3ccc(C)cc3)c3ccccc3c2=O)cc1OC	-12	-2	-68	-5	2	-22	6	4	-2
CCN1CCN(CC(=O)Nc2c(C(=O)OC)[nH]c3cccc(Cl)c23)CC1	0	-3	-3	5	-1	3	2	-6	4
Cc1cc(C(=O)NNC(=S)NCc2ccccc2)cs1	1	-4	-3	8	-10	6	1	-46	-6
CCCCCn1c(CN2CCN(CCO)CC2)nc2c1c(=O)n(C)c(=O)n2C	0	-2	2	0	-8	10	-3	6	-3
CCN(C(C)=O)c1nc(CCl)cs1	3	-3	-4	1	-5	1	1	-9	-3
O=C(CN(c1ccc(Cl)c(C(F)(F)F)c1)S(=O)(=O)c1ccccc1)N/N=C/c1cccc2c1OCCO2	2	-4	6	-2	-9	0	0	36	10
COc1cc(/C=C2/SC(=S)N(CC(=O)NC(C)(C)C)C2=O)cc(OC)c1OC	-16	-3	-52	9	5	4	3	-10	2
CC[N+](C)(C)CC/C=C1/c2ccccc2Sc2ccc(Cl)cc21	1	-3	6	/	-16	11	7	3	-1
O=C(O)C1=C[C@@H](c2ccc3c(c2)OCO3)C[C@@H](OCCCCO)O1	4	1	0	-4	/	-17	-2	-10	-2
CCN(CC)N=Nc1ccc(C(=O)O)cc1	2	-1	0	1	0	-8	1	-18	-3
O=C(O)c1ccc(/C=N/Nc2cccc(C(F)(F)F)c2)cc1	1	3	1	-3	-9	7	2	12	21
CC(C)C(NC(=O)c1cccs1)C(=O)NC1=NCCS1 (stereo unspecified)	1	-6	-1	-6	7	7	0	1	1
COc1ccccc1N1CCN(C(=O)c2cc3c(=O)n(C)c4ccccc4c3n2C)CC1	-1	-2	1	4	-12	0	-2	-18	0
CC(C)(C)C(=O)COC(=O)c1ccc(N)c([N+](=O)[O-])c1	0	-4	0	0	-2	0	-2	-4	-13
CC(C)(C)c1ccc(-c2cc(C(=O)NNC(=O)Nc3ccccc3)c3ccccc3n2)cc1	0	-31	-6	4	-18	9	1	-3	1
O=C(NCc1ccco1)c1nc2ncccn2n1	0	-7	2	-5	4	-1	0	-38	1
CCc1nnc(NC(=O)CSc2nnc(-c3ccccc3O)o2)s1	2	-9	-5	2	3	13	-3	-27	-15
C=CCn1c(SCc2ccc(C#N)cc2)nnc1-c1ccccc1	2	10	-5	7	-18	-1	-3	1	7
O=C(NCCN1CCOCC1)c1cc(Sc2cccc(Cl)c2)nc2ccccc12	-2	-5	-1	2	-12	2	3	-15	-11
COc1ccc(CCNC(=O)CC2C(=O)NCCN2CC(C)(C)C)cc1 (stereo unspecified)	-3	-10	-4	3	6	22	1	1	-1

Other records follow.
compound	Runt-CBFb FRET	RBBP9 inh	Runt-SMMHC FRET	NPY Y1 blocker	MDM2 E3 inh	Hck-Nef inh	p97 ATPase inh	NPY1 pot ag	NPY2 pot ag
O=C(O)CCN(CCC(=O)O)c1ccccc1	5	0	0	-2	2	0	-6	-10	3
CCOP(=O)(OCC)/C(C#N)=C/c1c[nH]c2ccccc12	1	-9	-6	/	-3	3	6	5	4
Cc1ccc(-n2c(=O)cc(N3CCCCCC3)[nH]c2=O)cc1	0	-4	-3	3	-5	-2	5	11	11
O=C(c1nc2ccc(Cl)cn2c1CNCCn1ccnc1)N1CCCCCCC1	1	-2	4	0	3	14	6	-2	-11
Cc1nnc(NC(=O)CSc2nnc(CNC(=O)c3ccccc3)n2-c2ccccc2)s1	1	-8	-4	-2	-4	0	0	6	-8
O=C(Nc1ccc(S(=O)(=O)N2CCOCC2)cc1)c1ccc(=O)[nH]c1	2	-9	-3	/	-4	6	-1	-19	7
Cc1ccc(Cn2cnc3c(cnn3C(C)(C)C)c2=O)cc1	-2	-4	-1	3	2	-2	1	-8	-32
CCc1c(C)nc2cc(-c3cc(OC)cc(OC)c3)nn2c1N1CCCC1	-6	-9	-9	9	-11	-1	-7	-20	-16
CN(C)NC(=O)c1csnc1-c1c(Cl)cccc1Cl	1	-3	6	/	13	-8	-6	-11	6
CN(Cc1ccccc1)CC(O)COc1ccc(CNCCOc2cccnc2)cc1 (stereo unspecified)	-2	-5	-2	7	4	8	-1	-20	-30
COc1cccc(-c2nn3c(-c4ccccn4)nnc3s2)c1	-2	3	-8	5	-3	3	8	-7	10
CC(=O)c1cccc(NC(=O)CN(C)Cc2ccc(OC(F)F)cc2)c1	-1	-9	1	/	-18	-7	-9	-11	-10
CCOc1ccc(CNC(=O)c2cc3oc4ccccc4c3n2C)cc1	-2	1	-10	4	-18	-2	3	-6	9
Cc1ccc(C(c2nnnn2CCC(C)C)N2CCN(C)CC2)cc1 (stereo unspecified)	0	-4	0	-1	-9	0	0	-14	-16
Cc1cc(C)c2cc(C(=O)N3CCC(C(=O)c4ccc(F)cc4)CC3)[nH]c2c1	0	5	-3	/	-11	2	7	7	-7
Cc1noc(C)c1COc1ncnc2ccccc12	1	-2	0	-4	-15	22	5	6	-1
c1ccc(-c2ccc(CN3C[C@@H]4C(c5ccccc5)C5(c6ccccc6)CC4(C5)[C@H]3c3ccccc3)cc2)cc1 (stereo partly specified)	1	/	-6	/	5	20	/	/	/
